Salmonella PhoP GFP: PhoP regulon inhibitors, Salmonella typhi PhoP promoter GFP reporter, confirmatory (AID 1850). 310,000 tested, 0.33% active. inhibition, % at 50 µM; hits with a dose series show IC50 in µM. Salmonella Typhi PhoP-promoter GFP reporter, fluorescence, 4 h; higher % means a stronger effect; in the data active = a potency from the dose series; inconclusive = inhibition mostly from about 25% at the one dose, without a potency; inactive = the rest, 99 in 100 with inhibition below about 19%;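 note: 0% = induced wells with vehicle and 100% = uninduced wells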
VEEV TC-83 Vero: inhibitors of VEEV TC-83 cytopathic effect, confirmation, Vero cells (AID 588727); inhibition, % at 20 µM, or IC50 in µM where a hit was titrated; Vero cells, VEEV TC-83 cytopathic effect inhibition; higher % means a stronger effect; 350,000 tested, 0.13% active; in the data active = a potency from the dose series; inconclusive = inhibition mostly from about 14% at the one dose, without a potency; inactive = the rest, 99 in 100 with inhibition below about 12%; note: strong numbers were not always called active
influenza NS1A: NS1A inhibition, H1N1 influenza, cell based functional assay (AID 504329) | inhibition, % at 12.5 µM; hits with a dose series show IC50 in µM | NS1A functional cell-based assay, percent inhibition; higher % means a stronger effect | 340,000 tested, 0.3% active; in the data active = a potency from the dose series; inconclusive = inhibition above about 27% without an active follow-up result; note: strong numbers were not always called active
tuberculosis growth: growth inhibition of non-replicating M. tuberculosis (AID 488890). one-dose inhibition, % at 25 µM; IC50 in µM for titrated hits. 320,000 tested, 0.39% active. Mycobacterium tuberculosis non-replicating, growth inhibition; higher % means a stronger effect; in the data active = a potency from the dose series; inconclusive = inhibition mostly from about 82% at the one dose, without a potency; inactive = the rest, 99 in 100 with inhibition below about 76%;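 note: plate controls were DMSO cells for no effect and high antibiotic wells for full effect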
H37Rv inhibition: M. tuberculosis growth inhibition, HTS (AID 449762); M. tuberculosis H37Rv growth inhibition, 7H9 media; higher % means a stronger effect; inhibition, % at 25 µM, or IC50 in µM where a hit was titrated; 330,000 tested, 0.59% active; in the data active = a potency from the dose series; inconclusive = inhibition above about 70% without an active follow-up result;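 note: bacterial growth assessed after seven days of incubation; strong numbers were not always called active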
VEEV TC-83 Vero 10K pilot screen: second read-out of VEEV TC-83 Vero, no call of its own (marks repeat the call); inhibition, %; measured here: 10K pilot screen inhibition
Active calls of the source: *; i = inactive; ? = inconclusive; . = not tested or not shown.

SMILES	Salmonella PhoP GFP	VEEV TC-83 Vero	influenza NS1A	tuberculosis growth	H37Rv inhibition	others
CCC(=O)c1ccc(OCC(O)CN2CC(C)OC(C)C2)cc1 (centres undefined)	4%	i	2%	-13%	-4%
COc1ccc(NC(=O)N(Cc2cc3cc(C)ccc3[nH]c2=O)CC2CCCO2)cc1 (centres undefined)	4%	9.3%	2%	20%	-1%
CCC(=O)c1ccc(OCC(O)CNC(C)c2ccccc2)cc1 (centres undefined)	-8%	0.1%	-4%	2%	-4%
COc1ccc(Nc2c([N+](=O)[O-])ccc3c2=NC2(CCCCC2)N=3)cc1	14%	1.8%	11µM*	63%	?
Cc1cnc(CNC(=O)C2CCC(=O)N(CCc3ccc(Cl)cc3)C2)cn1 (centres undefined)	.	i	-6%	.	.
COc1ccc(C)cc1NC(=O)C1CCCN(S(=O)(=O)c2ccc3c(c2)CCCN3C(C)=O)C1 (centres undefined)	-5%	1.5%	4%	13%	6%
CCN(CC1CCCO1)C(=O)CCc1nnc(CCc2ccc(OC)cc2)o1 (centres undefined)	-6%	i	31%	-2%	-5%
CN(CC(=O)Nc1cccc(F)c1)C(=O)/C=C/c1ccc(Br)s1	-2%	2.8%	-8%	19%	5%
CC(C)(C)NC(=S)NCC1CC1	4%	i	16%	11%	-7%
Cc1nc(SCc2nc3c([N+](=O)[O-])cccc3[nH]2)c2oc3ccccc3c2n1	.	8.2%	7%	-8%	7%
COc1ccccc1NS(=O)(=O)c1cccc(C(=O)N/N=C(\C)c2ccncc2)c1	.	2.1%	-6%	.	.
CC(=O)Nc1cccc(C(=O)NNC(=O)c2ccccc2-n2cccc2)c1	.	7.4%	-3%	-12%	-1%
CSCCCNC(=S)Nc1cccc(S(=O)(=O)NC2=NCCC2)c1	-11%	0.8%	-2%	13%	8%
CCOC(=O)C1CCCN(S(=O)(=O)c2ccc(S(N)(=O)=O)cc2)C1 (centres undefined)	-5%	0.1%	-5%	-13%	-2%
CCC(=O)N(Cc1ccco1)c1nc(-c2cc(OC)ccc2OC)cs1	8%	i	0%	2%	-9%
Cc1ccc(CC2C(=O)N(c3nc(C)cc(C)n3)C(=O)C2C)cc1 (centres undefined)	2%	1.8%	-9%	9%	1%
CC(c1ccccc1)N1CCn2c(nc3cc(NC(=O)c4cccs4)ccc32)C1 (centres undefined)	-11%	10%	-4%	27%	54%
COc1cc(NC(=O)Nc2cc(C)on2)cc(OC)c1OC	9%	2.1%	-3%	0%	2%
CCn1c(=O)cc(OCC(=O)Nc2cccc(C)n2)c2ccccc21	0%	6.8%	7%	10%	-3%
C=C(C)COc1ccc(-c2ncncc2-c2ccccc2OC)c(O)c1	6%	2.6%	-16%	-9%	6%

In the list so far, 2 have a halogen.
SMILES	Salmonella PhoP GFP	VEEV TC-83 Vero	influenza NS1A	tuberculosis growth	H37Rv inhibition	others
Cc1cnc(CNC(=O)C2CCC(=O)N(CCc3ccc(Cl)cc3)C2)cn1 (centres undefined)	.	i	-6%	.	.
CN(CC(=O)Nc1cccc(F)c1)C(=O)/C=C/c1ccc(Br)s1	-2%	2.8%	-8%	19%	5%

Next part.
SMILES	Salmonella PhoP GFP	VEEV TC-83 Vero	influenza NS1A	tuberculosis growth	H37Rv inhibition	others
c1ccc(COc2cccc(CN3CCc4ccccc4C3)c2)cc1	-2%	0.4%	-3%	7%	-2%
O=C(c1ccccc1)c1cnc(Nc2ccccc2Cl)s1	10%	i	-9%	35%	22%
CN(CC(=O)Nc1cccc(S(=O)(=O)N2CCOCC2)c1)CC(=O)Nc1ccc(Cl)c(C(F)(F)F)c1	3%	3.3%	-8%	7%	?
COc1ccc(C2=NN(CCC(=O)NC3CCC(C)CC3)C(=O)CC2)cc1 (centres undefined)	2%	1.1%	-1%	-2%	-2%
C/C(=N\NC(=O)c1cccnc1)c1cc2ccccc2o1	13%	0.9%	-11%	5%	-1%
Cc1nc2cc(NC(=O)N3c4ccccc4CC3C)ccc2n1C (centres undefined)	-4%	0.7%	4%	-7%	19%
COc1ccc(-c2cc(C(=O)N/N=C/c3ccc4c(c3)OCO4)c3ccccc3n2)c(OC)c1	-12%	?	-4%	38%	6%
O=C(CSc1nccc(=O)[nH]1)N1N=C2/C(=C/c3ccco3)CCCC2C1c1ccco1 (centres undefined)	-10%	1.5%	10%	11%	0%
Cc1ccc(NC(=O)CSc2sc3c(O)cc(=O)[nH]c3c2C#N)c(F)c1	4%	i	-7%	24%	-3%
CC(=O)NC(CC(=O)OCc1ccc([N+](=O)[O-])cc1)c1ccccc1 (centres undefined)	6%	i	-1%	0%	-1%
O=c1cc(-c2ccccc2Cl)oc2c(NS(=O)(=O)c3ccccc3C(F)(F)F)ccc(O)c12	-2%	1.4%	1%	20%	4%	VEEV TC-83 Vero 10K pilot screen=4.3
CCCNC(=O)c1ccc2nc(-c3ccccc3)c(-c3ccccc3)nc2c1	5%	i	1%	15%	7%	VEEV TC-83 Vero 10K pilot screen=7.8
CCOC(=O)C1=C(C)N(CCCC(=O)NCc2ccc3c(c2)OCO3)C(=O)NC1c1ccc(Br)cc1 (centres undefined)	-5%	.	.	-13%	-3%
COc1ccc(-c2nc[nH]c2[N+](=O)[O-])cc1	-12%	1.3%	1%	-26%	0%
CCCCSc1nc(O)cc(=O)n1CC	-4%	0.1%	3%	29%	7%
Cc1nn(CC(=O)NCCc2cccs2)c(=O)c2nn(-c3ccccc3)c(C)c12	-18%	0.6%	-1%	-16%	-2%
COc1ccccc1NC(=O)c1ccc2c(c1)C(=O)N(Cc1ccco1)C2=O	-7%	1.6%	20%	-16%	1%
CC1CN(c2cc(=O)n(-c3cccc(Br)c3)c(=O)[nH]2)CC(C)O1 (centres undefined)	-5%	0.8%	1%	-23%	-1%
COc1ccccc1-c1nc(SCC(=O)O)n[nH]1	4%	4.1%	2%	-12%	7%
CCN(CC)C(=O)C1=C(C)Nc2ncnn2C1c1cccnc1 (centres undefined)	-2%	0.2%	6%	2%	0%
COc1cc(NS(=O)(=O)c2ccc(N/C=C(\C=O)c3nc4ccccc4o3)cc2)nc(OC)n1	8%	0.3%	-6%	?	-3%
Cc1ccc(S(=O)(=O)N2CC=C(C(=O)NCCC(C)C)CC2)cc1	-2%	1.6%	-6%	4%	1%

Sorted by molecular weight (rising): 3 of the compounds above
SMILES	Salmonella PhoP GFP	VEEV TC-83 Vero	influenza NS1A	tuberculosis growth	H37Rv inhibition	others
COc1ccc(-c2nc[nH]c2[N+](=O)[O-])cc1	-12%	1.3%	1%	-26%	0%
CC(=O)NC(CC(=O)OCc1ccc([N+](=O)[O-])cc1)c1ccccc1 (centres undefined)	6%	i	-1%	0%	-1%
CC1CN(c2cc(=O)n(-c3cccc(Br)c3)c(=O)[nH]2)CC(C)O1 (centres undefined)	-5%	0.8%	1%	-23%	-1%

As a short view, 6 of the compounds above.
SMILES	Salmonella PhoP GFP	VEEV TC-83 Vero	influenza NS1A	tuberculosis growth	H37Rv inhibition	others
COc1ccccc1NC(=O)c1ccc2c(c1)C(=O)N(Cc1ccco1)C2=O	-7%	1.6%	20%	-16%	1%
CC1CN(c2cc(=O)n(-c3cccc(Br)c3)c(=O)[nH]2)CC(C)O1 (centres undefined)	-5%	0.8%	1%	-23%	-1%
COc1ccccc1-c1nc(SCC(=O)O)n[nH]1	4%	4.1%	2%	-12%	7%
CCN(CC)C(=O)C1=C(C)Nc2ncnn2C1c1cccnc1 (centres undefined)	-2%	0.2%	6%	2%	0%
COc1cc(NS(=O)(=O)c2ccc(N/C=C(\C=O)c3nc4ccccc4o3)cc2)nc(OC)n1	8%	0.3%	-6%	?	-3%
Cc1ccc(S(=O)(=O)N2CC=C(C(=O)NCCC(C)C)CC2)cc1	-2%	1.6%	-6%	4%	1%

Random excerpt: 5 records from the list, in no set order.
SMILES	Salmonella PhoP GFP	VEEV TC-83 Vero	influenza NS1A	tuberculosis growth	H37Rv inhibition	others
COc1ccc(-c2nc[nH]c2[N+](=O)[O-])cc1	-12%	1.3%	1%	-26%	0%
CCN(CC)C(=O)C1=C(C)Nc2ncnn2C1c1cccnc1 (centres undefined)	-2%	0.2%	6%	2%	0%
Cc1nn(CC(=O)NCCc2cccs2)c(=O)c2nn(-c3ccccc3)c(C)c12	-18%	0.6%	-1%	-16%	-2%
CCCNC(=O)c1ccc2nc(-c3ccccc3)c(-c3ccccc3)nc2c1	5%	i	1%	15%	7%	VEEV TC-83 Vero 10K pilot screen=7.8
C/C(=N\NC(=O)c1cccnc1)c1cc2ccccc2o1	13%	0.9%	-11%	5%	-1%

High-throughput results (PubChem BioAssay)
